Source: PubChem BioAssay
Tau ThT inhib: qHTS for Inhibitors of Tau Fibril Formation, Thioflavin T Binding. actives 2.1% (n = 270,000). AID 1460, 2008. recombinant tau K18 P301L, heparin-induced fibrillization, ThT fluorescence. Microtubule-associated protein tau (Homo sapiens), P10636. Potency, µM (top dose mostly 57.4 µM), inactives show at the highest dose activity, negative = inhibition, hits mostly inhibitors; note: nearly all actives have a fitted effect of over 55% in size
Target sequence (P10636 561-689 P618L limits assumed): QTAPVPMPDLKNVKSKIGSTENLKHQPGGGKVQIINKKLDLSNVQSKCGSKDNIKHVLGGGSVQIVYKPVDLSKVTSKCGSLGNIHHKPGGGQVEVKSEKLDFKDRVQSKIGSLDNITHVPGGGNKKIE
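Heparin-induced fibrillization of the P301L-mutant K18 repeat-domain fragment of human tau was followed by ThT binding in quantitative high-throughput format.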
ALDH1A1 block: qHTS Assay for Inhibitors of Aldehyde Dehydrogenase 1 (ALDH1A1); Potency, µM (highest dose often 75.3 µM), inactives show at the top dose activity, negative = inhibition, most hits filed as inhibitors; actives 7.3% (n = 220,000); Aldehyde dehydrogenase 1A1 (Homo sapiens), P00352; Purified ALDH1A1, NADH fluorescence, propionaldehyde substrate; active = well fitted inhibition curve with a large enough effect, not every such curve was filed as active; inconclusive = small, poorly fitted or top-dose-only effect, or another doubt; inactive = no such curve, though single readings can be large or run the other way;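 note: plate controls were no enzyme wells and a reference inhibitor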
Target sequence (P00352 whole entry, looked up): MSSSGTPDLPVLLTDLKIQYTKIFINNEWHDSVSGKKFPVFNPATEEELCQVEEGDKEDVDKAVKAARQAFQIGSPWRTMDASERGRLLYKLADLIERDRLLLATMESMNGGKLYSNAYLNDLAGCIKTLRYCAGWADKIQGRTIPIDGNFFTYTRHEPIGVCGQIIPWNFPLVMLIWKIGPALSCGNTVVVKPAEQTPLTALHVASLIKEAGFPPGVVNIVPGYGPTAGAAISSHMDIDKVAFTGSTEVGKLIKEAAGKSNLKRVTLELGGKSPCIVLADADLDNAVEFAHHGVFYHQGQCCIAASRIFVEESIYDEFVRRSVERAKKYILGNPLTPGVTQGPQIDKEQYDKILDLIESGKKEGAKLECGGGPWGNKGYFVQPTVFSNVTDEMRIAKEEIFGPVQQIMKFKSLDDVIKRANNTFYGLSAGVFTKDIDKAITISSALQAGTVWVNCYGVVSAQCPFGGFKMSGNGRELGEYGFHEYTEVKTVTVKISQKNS
L3MBTL1 block: qHTS Assay for the Inhibitors of L3MBTL1; AlphaScreen L3MBTL1–H3K9me1 peptide binding; Potency, µM (doses to about 57.1 µM), for the others: at the top dose activity, negative = inhibition, most hits filed as inhibitors; actives 0.66% (n = 230,000); note: nearly all actives have a fitted effect of over 60% in size
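L3MBTL1 50 nM + b-AHA-H3(1-15)K9me1 75 nM, 30 min RT; compound added, 30 min RT; streptavidin donor/Ni-chelate acceptor beads 10 ug/mL each final, 30 min RT dark; AlphaScreen read.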
TexasRed fluor: Total Fluorescence Counterscreen for Inhibitors of the Interaction of Thyroid Hormone Receptor and Steroid Receptor Coregulator 2; TRb/SRC2 Texas Red total fluorescence interference; Potency, µM (highest dose often 106 µM), inactives show top-dose fluorescence change, negative = quenching; actives 0.29% (n = 280,000); AID 1479, 2009; active = well fitted curve in either direction with a large enough effect; inconclusive = small, poorly fitted or top-dose-only effect
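Flags fluorescent or light-absorbing compounds by total fluorescence, S + 2P, at 555 nm excitation and 632 nm emission. Mixture: 20 nM Texas Red SRC2 peptide, 0.6 uM human TRb LBD, 1 uM T3, 5% DMSO; compound exposure 5 h at ambient temperature.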
TRb SRC2 PPI: qHTS for Inhibitors of the Interaction of Thyroid Hormone Receptor and Steroid Receptor Coregulator 2; Potency, µM (series often up to 106 µM), without a hit: top-dose activity change, negative = inhibition, most hits filed as inhibitors; Thyroid hormone receptor beta (Homo sapiens), P10828; TRbeta-SRC2 peptide binding, fluorescence polarization; receptor liganded with 1 µM T3; actives 0.065% (n = 280,000); AID 1469, 2008;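 note: plate controls were bound peptide for no effect and peptide without receptor for full effect; nearly all actives have a fitted effect of over 50% in size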
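Quantitative HTS by FP: 0.6 uM TRb LBD, 20 nM labeled SRC2 20-mer, 1 uM T3, 5% DMSO; 5 hr ambient incubation; % activity per concentration and potencies from concentration series.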
Tau fibril FP: qHTS for Inhibitors of Tau Fibril Formation, Fluorescence Polarization; Microtubule-associated protein tau (Homo sapiens), P10636; actives 0.39% (n = 280,000); Potency, µM (series often up to 57.7 µM), for the others: top-dose activity, negative = inhibition, hits mostly inhibitors; AID 1468, 2008; K18 P301L tau heparin fibrillization, Alexa594 FP, 6 h; note: nearly all actives have a fitted effect of over 55% in size
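Read-out: fluorescence polarization of Alexa 594-labeled tau (0.24 uM), 555 nm excitation, 632 nm emission. Mixtures held 15 uM unlabeled K18 P301L, compound and 20 uM heparin, pH 7 acetate buffer, incubated 6 hr at 37 C.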
Tau fluor counter: Counterscreen qHTS for Inhibitors of Tau Fibril Formation, Fluorescence Polarization; tau K18 P301L (four-repeat tau fragment) Alexa594 fluorescence, heparin fibrillization; Potency, µM (highest dose often 57.7 µM), for inactives: at the top dose activity change, negative = decrease; actives 0.93% (n = 280,000); AID 1463, 2008; note: nearly all actives have a fitted effect of over 55% in size
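Human K18 P301L tau (15 uM unlabeled plus 0.24 uM Alexa 594-labeled, final) in 100 mM sodium acetate pH 7 was mixed with compound and 20 uM heparin and incubated 6 hr at 37 C.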
aGal spleen mod: qHTS Assay for Inhibitors and Activators of Human alpha-Galactosidase From Spleen Homogenate. AID 2107, 2009. actives 0.008% (n = 240,000). human spleen homogenate, 4MU-alpha-Gal fluorescence, 40 min. Potency, µM (doses to about 80 µM), for inactives: top-dose activity change, negative = inhibition, most hits filed as inhibitors. Alpha-galactosidase A (Homo sapiens), P06280;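 note: 0% = enzyme with vehicle and -100% = no enzyme basal signal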
Target sequence (P06280 32-429 limits assumed): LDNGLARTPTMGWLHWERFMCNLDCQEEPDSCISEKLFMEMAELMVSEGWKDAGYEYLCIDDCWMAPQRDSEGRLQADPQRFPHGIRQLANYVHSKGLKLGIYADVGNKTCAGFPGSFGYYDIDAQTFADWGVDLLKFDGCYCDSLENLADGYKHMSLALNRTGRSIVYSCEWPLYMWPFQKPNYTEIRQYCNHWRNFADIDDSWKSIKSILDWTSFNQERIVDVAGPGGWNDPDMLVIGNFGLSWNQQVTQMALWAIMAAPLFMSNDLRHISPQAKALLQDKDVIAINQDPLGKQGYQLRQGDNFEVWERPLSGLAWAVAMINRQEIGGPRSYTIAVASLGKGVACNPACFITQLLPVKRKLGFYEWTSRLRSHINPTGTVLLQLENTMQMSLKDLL
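qHTS titration in buffer at pH 5.0. Alpha-galactosidase activity in spleen homogenate was measured via 4-methylumbelliferone release from 1 mM fluorogenic substrate after 40 min at 37C and a pH 10 stop. AC50 came from Hill fits of control-normalized data.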
Active calls of the source: *; i = inactive; u = inconclusive; x = not tested or not shown; & = joins results of further samples; [ ] = another dose, or the depositor's remark. Unless noted, calls come from the whole dose curve; as a rule, active = well fitted curve in the direction sought with a large enough effect; inconclusive = small, poorly fitted or top-dose-only effect, or another doubt; inactive = no such curve, though single readings can be large; an effect the other way counts as inactive or inconclusive. Unless noted, % is set by controls: 0 for no effect and ±100 for the full control effect; potency is the fitted concentration of half-maximal effect. Compounds were not picked by outcome; any-hit rate near 8.5%.

SMILES	Tau ThT inhib	ALDH1A1 block	L3MBTL1 block	TexasRed fluor	TRb SRC2 PPI	Tau fibril FP	Tau fluor counter	aGal spleen mod
COc1ccc(NC(=O)CNCCC2=CCCCC2)cc1	-6%	u	x	-2%	-2%	4%	-6%	3%
Cc1ccc(NC(=S)N(N)CCO)cc1	-13%	u	-27%	-2%	-7%	-1%	-9%	2%
CCOC(=O)N1CCN(C(=O)CSc2nc3ccccc3c(=O)n2-c2ccccc2)CC1	-10%	u	-3%	-3%	-24%	-1%	-7%	2%
CCOC(=O)c1cnc2ccc(C)cc2c1Nc1ccc(OCc2ccccc2Cl)cc1	-27%	x	x	1%	0%	0%	-16%	x
Cc1ccc2oc(C(=O)Nc3ccc(S(=O)(=O)N4CCCCCC4)cc3)cc(=O)c2c1	16%	x	x	-9%	-4%	-18%	-10%	x
Cc1nn(Cc2c(Cl)cccc2Cl)c(C)c1NC(=O)CCCn1nc(C)c([N+](=O)[O-])c1C	-1%	3.5µM*	7%	-1%	-9%	-11%	-9%	u
Cc1ccc(CN2CCN(C(=O)c3ccncc3)CC2)cc1	-8%	u	2%	0%[53 µM]	0%[53 µM]	1%	-1%	-3%
O=c1cc(-c2ccccc2)n2c(SCc3cccc([N+](=O)[O-])c3)nnc2[nH]1	-16%	x	x	1%	-3%	1%	-25%	x
O=C(CCCc1ccccc1)Nc1cccc(C(=O)O)c1	6%	-7%	4%	-2%	5%	3%	4%	-7%
CCOc1ccc2ccccc2c1/C=N/NC(=O)CNC(=O)Cc1ccccc1	3%	i	2%	-5%	-1%	-14%	-23%	3%
N#Cc1ccsc1NC(=O)CN1CCN(Cc2ccccc2)CC1	0%	-10%	x	-1%	0%	4%	-7%	3%
COc1ccc(N(CC(=O)NCCSCc2ccco2)S(=O)(=O)c2ccccc2)cc1	u	u	-19%	-2%	-5%	-7%	-10%	1%
COc1ccc(-n2cnnc2SCC(=O)c2ccc(S(=O)(=O)N3CCOCC3)cc2)cc1	-8%	1.4µM*	-3%	2%	15%	-3%	-7%	-8%
COC(=O)[C@@H]1C[C@H]2CC[C@H](O)C[C@H]2N1Cc1ccc(C(F)(F)F)cc1	-7%&5%	12%	x	-5%&0%	0%&2%	2%&-2%	-15%&6%	-7%&7%
CC(=O)OC1CC2C(C)(C)C(=O)[C@@H]3OC3[C@@]2(C)C2CC[C@]3(C)C(=CC(=O)OC3c3ccoc3)[C@]12C (stereo not given in full)	-2%	-2%	x	3%	-7%	-3%	-2%	9%
CN(c1ccc(C(=O)NCc2ccccc2)cc1)S(C)(=O)=O	2%	12%	x	2%	-1%	10%	2%	-18%
CCOc1ccc(OCCN(C)Cc2ccccc2)cc1	-16%	-10%	x	0%	6%	-1%	-6%	-3%
CCN(CC)C(=O)c1sc(NC(=O)c2ccc(C)c([N+](=O)[O-])c2)c(C#N)c1C	-5%	-1%	3%	1%	-18%	-6%	-13%	-7%
CCc1cc(CNC(=O)CC2C(=O)NCCN2CC2CCCCC2)on1 (stereo not given)	-5%	-12%	u	1%	4%	-2%	-1%	2%
CCOc1ccc(C(C)(N)C(=O)O)cc1 (stereo not given)	9%	11%	x	-6%	4%	4%	12%	9%
Cc1cccc(Nc2cc(C)nc3nc(-c4ccccc4)nn23)c1	-17%	x	x	-2%	-1%	-14%	-21%	x
CC(=O)C1=C(C)OC(N)=C(C#N)C1c1ccco1 (stereo not given)	u	u	x	0%	-2%	u	-21%	4%
O=C(COc1ccc(S(=O)(=O)NC2CCCCC2)cc1)NCC1CCCO1 (stereo not given)	-10%	-3%	x	-1%	1%	-3%	-8%	3%
Cc1cc(C(C#N)c2cccc(Cl)c2)n2ncnc2n1 (stereo not given)	-8%	0%	-4%	1%	-1%	2%	-17%	3%
C/C(=C\C(=O)c1sccc1Cl)N(C)C	10%	u	30%	-5%	-3%	-2%	8%	-14%
Next section:
SMILES	Tau ThT inhib	ALDH1A1 block	L3MBTL1 block	TexasRed fluor	TRb SRC2 PPI	Tau fibril FP	Tau fluor counter	aGal spleen mod
Cn1c(C(=O)NCc2ccccn2)cc2c(=O)n(C)c3ccccc3c21	-14%	u	x	0%	-19%	1%	-4%	8%
CCN1CCN(c2cc(C)c3cc(NC(=S)N4CCCCC4)ccc3n2)CC1	u	u	x	-3%	3%	2%	u	-2%
NS(=O)(=O)c1cccc(NC(=O)COC(=O)c2cc(Cl)ccc2[N+](=O)[O-])c1	-8%	x	x	-5%	1%	2%	-16%	6%
OCC1O[C@H](O[C@H]2C(O)C(O)C(O)O[C@@H]2CO)C(O)C(O)C1O (stereo not given in full)	-1%	-1%	x	-3%	-3%	-4%	-4%	-11%
Cc1cccc(OCc2n[nH]c(=S)n2-c2ccccc2)c1	-8%	6%	0%	-2%	4%	6%	-6%	-13%
COc1ccc(C(=O)Oc2cc(OC)cc(OC)c2C(C)=O)cc1	-3%[11.5 µM]	-3%[13.5 µM]	4%	1%[11.2 µM]	3%[11.2 µM]	5%[11.6 µM]	-6%[11.6 µM]	-7%[17.5 µM]
Cc1c(C(=O)OCC2CCCO2)[nH]c2c1C(=O)CC(c1ccco1)C2 (stereo not given)	u	7.1µM*	14µM*	u	3%	-7%	-9%	6%
COc1ccc(-n2c(SCC(=O)Nc3ccccc3OC)nc(O)cc2=O)cc1	x	x	x	0%	-6%	18%	u	-5%
CCOC(=O)C1CCCN(C(=O)Cn2sc3nc(C)cc(C)c3c2=O)C1 (stereo not given)	11µM*	u	x	-9%	-7%	25µM*	-28%	5%
Cc1ccc(Cc2c(C)c(C#N)c3[nH]c4ccccc4n3c2=O)cc1	-6%	u	5%	0%	-2%	6%	u	17%
CCCCOC(=O)c1ccc(N=Nc2c(C)c(C#N)c(O)[nH]c2=O)cc1	x	x	x	-1%	6%	4%	u	3%
CCOC(=O)CNC(=O)c1sc2ncnc(N3CCc4ccccc4C3)c2c1C	u	57%[activator]	x	-1%	-21%	-5%	-13%	-7%
CNC(=S)NC1CC2CCCC(C1)N2Cc1ccco1 (stereo not given)	-2%	-3%	8%	1%	6%	6%	4%	-2%
CC1CN(C2=N/C(=C/c3ccc4c(c3)OCO4)C(=O)N2)CC(C)O1 (stereo not given)	-10%	-5%	10%	-1%	0%	2%	-10%	6%
Cc1ccc(OCC(=O)Nc2ccc(N3CCN(C(=O)c4ccco4)CC3)cc2)cc1C	u	-5%	-19%	0%[53 µM]	-3%[53 µM]	6%	-28%	2%
CCCCOc1ccccc1C1CC(=O)Nc2cc(OC)c(OC)cc21 (stereo not given)	4%	x	x	-14%	-1%	12%	0%	x
CCOC(=O)C1(CC2CCCCO2)CCN(Cc2ccc(OC)cc2F)CC1 (stereo not given)	-8%	5%	2%	3%	1%	-5%	0%	-1%
O=C(/C=C/c1cccc(F)c1)N(c1ccccn1)C1CCCCC1	0%	2%	10%	-2%	5%	-2%	-4%	1%
Cc1ccc(C(=O)CCC(=O)Nc2ccc(C)cc2C)cc1	-5%	x	x	u	-17%	3%	-1%	x
COc1cc(OC)cc(C(=O)Nc2ccc3c(c2)n(C)c(=O)c(=O)n3C)c1	u	x	x	-20%	3%	16%	0%	x
Cc1cc(Cl)ccc1OCC(=O)n1cc(C(=O)c2cc(Cl)ccc2O)cn1	-8%	u	11%	-3%	3%	-2%	-10%	-4%
CC(C)(C)OC(=O)[C@H](Cc1ccccc1)NC(=O)c1[nH]cnc1C(=O)Nc1ccc(Cl)cc1	15%	x	x	-2%	1%	13µM*	u	2%
Cc1cc(C)cc(NC(=S)N2CCC(c3nc4ccccc4s3)CC2)c1	-7%	u	-9%	1%	-1%	-1%	-21%	-7%
O=S(=O)(Nc1ccc2c(c1)OCCO2)c1cnc[nH]1	5%	6%	x	1%	-14%	2%	3%	6%
COc1ccc2c(c1)C(c1ccc(C)o1)=NNC(c1ccccc1)=N2	u	-3%	-25%	-3%	10%	2%	-18%	5%
CCc1ccccc1NC(=O)Cn1nc(C(F)(F)F)c2c1CCCC2	-4%	x	x	3%	6%	3%	-6%	x
CCCCC(=O)Nc1ccc(NC(=O)C(C)C)cn1	-1%	2%	3%	-1%	-1%	0%	1%	5%
O=C(CC1Sc2ncnn2C1=O)Nc1ccc(Br)cc1 (stereo not given)	u	7.9µM*	3%	5%	-5%	-7%	-5%	2%
COc1ccc(Cn2cc(C(=O)c3ccc(OC)cc3)c(=O)c3cc4c(cc32)OCCO4)cc1	-13%	x	x	3%	11%	-3%	-21%	x
O=C(O)CC(CC(=O)O)(C(=O)O)c1ccccc1	1%	x	6%	0%	9%	-6%	1%	13%

Single entries from above:
Cc1ccc(C(=O)CCC(=O)Nc2ccc(C)cc2C)cc1 in TRb SRC2 PPI is entered as -17%
CC1CN(C2=N/C(=C/c3ccc4c(c3)OCO4)C(=O)N2)CC(C)O1 (stereo not given) in TRb SRC2 PPI is entered as 0%
Cc1ccc(OCC(=O)Nc2ccc(N3CCN(C(=O)c4ccco4)CC3)cc2)cc1C in ALDH1A1 block is entered as -5%
COc1cc(OC)cc(C(=O)Nc2ccc3c(c2)n(C)c(=O)c(=O)n3C)c1 in Tau fibril FP is entered as 16%
Cn1c(C(=O)NCc2ccccn2)cc2c(=O)n(C)c3ccccc3c21 in TRb SRC2 PPI is entered as -19%
N#Cc1ccsc1NC(=O)CN1CCN(Cc2ccccc2)CC1 in ALDH1A1 block is entered as -10%

Structures above that contain a CF3 group:
SMILES	Tau ThT inhib	ALDH1A1 block	L3MBTL1 block	TexasRed fluor	TRb SRC2 PPI	Tau fibril FP	Tau fluor counter	aGal spleen mod
COC(=O)[C@@H]1C[C@H]2CC[C@H](O)C[C@H]2N1Cc1ccc(C(F)(F)F)cc1	-7%&5%	12%	x	-5%&0%	0%&2%	2%&-2%	-15%&6%	-7%&7%
CCc1ccccc1NC(=O)Cn1nc(C(F)(F)F)c2c1CCCC2	-4%	x	x	3%	6%	3%	-6%	x
